Source: PubChem (several laboratories)
PfHsp40 yeast: rescue of PfHsp40-mediated yeast toxicity | S. cerevisiae expressing PfHsp40, growth rescue, ATP luminescence | growth rescue, % at 12.5 µM | 0.68% of 340,000 active; in the data active means growth rescue above about 28%, passing the limit was not always enough; inconclusive means no clear call, values can overlap the other calls;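 further: yeast W303a lacking pdr1 and pdr3 grown in galactose medium; growth measured after three days at 30 °C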
CCHFV vOTU inh: blocks the CCHF virus ovarian tumor domain protease; 0.55% of 370,000 active; CCHFV vOTU protease, Pep-AMC fluorescence; inhibition, % at 11.5 µM; in the data active means inhibition above about 30%; further: 0% = vehicle wells with enzyme and 100% = no enzyme wells
FadD28 binding: blocks FadD28 binding to the bisubstrate probe. fluorescence polarization. inhibition, % at 12.5 µM. 0.22% of 360,000 active. AID 588549; in the data active means inhibition above about 8.5%, passing the limit was not always enough; inconclusive means no clear call, values can overlap the other calls
BoNT F protease: blocks Botulinum neurotoxin F light chain protease. Multiplex microsphere protease cleavage assay, flow cytometry. inhibition, % at 10 µM. 0.22% of 360,000 active; in the data active means inhibition above about 35%, passing the limit was not always enough; inconclusive means no clear call, values can overlap the other calls; further: plate controls were buffer without enzyme for full effect and enzyme alone for no effect
PrPC surface inh: inhibitors of human cell surface prion protein PrPC; P04156; TR-FRET read-out; inhibition, % at 13.8 µM; 0.43% of 370,000 active; AID 720596; in the data active means inhibition above about 24%; further: 0% = median of the test wells and 100% = reference compound wells
Anthrax LF prot: inhibitors of Bacillus anthracis lethal factor protease; P15917; multiplex microsphere protease cleavage assay, LF; inhibition, % at 10 µM; 0.12% of 360,000 active; further: plate controls were buffer without enzyme for full effect and enzyme alone for no effect
Target sequence (P15917 whole entry, looked up): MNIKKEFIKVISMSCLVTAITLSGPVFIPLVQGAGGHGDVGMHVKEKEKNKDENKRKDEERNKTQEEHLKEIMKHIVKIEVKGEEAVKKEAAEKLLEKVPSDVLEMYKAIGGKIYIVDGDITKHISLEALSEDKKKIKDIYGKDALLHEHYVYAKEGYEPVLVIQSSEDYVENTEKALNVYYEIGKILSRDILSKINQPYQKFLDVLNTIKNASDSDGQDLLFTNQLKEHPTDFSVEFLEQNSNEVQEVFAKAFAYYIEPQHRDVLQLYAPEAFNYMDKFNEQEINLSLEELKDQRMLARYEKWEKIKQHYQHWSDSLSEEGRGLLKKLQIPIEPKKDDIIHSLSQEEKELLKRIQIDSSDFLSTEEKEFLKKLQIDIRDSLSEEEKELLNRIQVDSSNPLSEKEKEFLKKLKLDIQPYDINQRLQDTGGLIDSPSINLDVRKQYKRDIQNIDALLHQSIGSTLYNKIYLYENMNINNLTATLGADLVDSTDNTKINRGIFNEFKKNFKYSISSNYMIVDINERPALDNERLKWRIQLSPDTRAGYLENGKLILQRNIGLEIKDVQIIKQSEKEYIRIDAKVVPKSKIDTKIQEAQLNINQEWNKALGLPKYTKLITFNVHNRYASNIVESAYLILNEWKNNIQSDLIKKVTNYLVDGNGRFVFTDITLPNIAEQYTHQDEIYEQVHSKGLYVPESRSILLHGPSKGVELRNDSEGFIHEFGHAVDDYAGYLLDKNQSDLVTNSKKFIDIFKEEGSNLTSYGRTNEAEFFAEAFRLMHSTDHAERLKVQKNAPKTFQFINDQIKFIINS
BoNT-A LC inh2: blocks Botulinum neurotoxin A light chain protease; 0.17% of 360,000 active; inhibition, % at 10 µM; multiplex microsphere protease substrate cleavage, flow cytometry; AID 588499; further: plate controls were buffer without enzyme for full effect and enzyme alone for no effect
Yp Topo-I inh: inhibitors of Yersinia pestis topoisomerase I. Y. pestis Topo-I cleavage product accumulation, plate reader. activity, % at 10 µM. 0.064% of 360,000 active. AID 504884; in the data active means activity above about 50%, passing the limit was not always enough; inconclusive means no clear call, values can overlap the other calls; further: inactives centre near 2
TcdB inh: blocks C. difficile toxin B glycohydrolase activity; 0.24% of 350,000 active; TcdB glycohydrolase enzymatic assay, plate reader; P18177; inhibition, % at 9.99 µM; AID 652162; in the data active means inhibition above about 10%
Numbers without * were called inactive; ? = inconclusive; / = not tested or not shown. Unless noted, no stated cut-off is given here; in the data, active means inhibition above about 30%; inconclusive means no clear call, values can overlap the other calls; inactive means below that. No enrichment for hits. Share with any hit: about 2.3%.

The opening two entries (preview)
SMILES	PfHsp40 yeast	CCHFV vOTU inh	FadD28 binding	BoNT F protease	PrPC surface inh	Anthrax LF prot	BoNT-A LC inh2	Yp Topo-I inh	TcdB inh
Cc1ccc(C(=O)CN2C(=O)NC3(CCCCCC3)C2=O)c(C)c1	0.2	14.7	-8.2	?	2.2	4.1	-0.2	3.5	2.7
COc1cccc(Oc2coc3cc(OC(=O)N4CCOCC4)ccc3c2=O)c1	0.4	8.3	-2.0	-5.6	9.6	-0.8	-0.2	11.5	-0.1

This part in full, repeating the preview:
SMILES	PfHsp40 yeast	CCHFV vOTU inh	FadD28 binding	BoNT F protease	PrPC surface inh	Anthrax LF prot	BoNT-A LC inh2	Yp Topo-I inh	TcdB inh
Cc1ccc(C(=O)CN2C(=O)NC3(CCCCCC3)C2=O)c(C)c1	0.2	14.7	-8.2	?	2.2	4.1	-0.2	3.5	2.7
COc1cccc(Oc2coc3cc(OC(=O)N4CCOCC4)ccc3c2=O)c1	0.4	8.3	-2.0	-5.6	9.6	-0.8	-0.2	11.5	-0.1
CN(C)Cc1ccc(-c2nc3cccc4c3n2CCNC4=O)cc1	-1.6	0.6	-3.0	-0.7	-2.2	4.0	0.5	-3.6	0.6
CCCC(C)C1(CC)C(=O)NC(=Nc2ccc(F)cc2)NC1=O (stereo not drawn)	-0.6	1.6	-2.8	-3.1	-3.2	3.7	0.5	-0.1	/
Cc1ccccc1OCC(=O)OCC(=O)NCC1CCCCC1	-0.3	1.0	-2.1	5.9	-1.1	-0.1	0.1	15.7	0.0
O=C(c1ccc(Cl)cc1)N1CCn2c1nc1ccccc12	0.9	-7.0	-3.4	-3.4	9.2	-1.1	0.1	2.9	1.7
CC(C)CNC(=O)COC(=O)c1cncc(Br)c1	-0.8	-5.6	1.0	-12.1	-4.3	-2.5	-0.1	-1.1	/
CC(C)[C@H](NC(=O)[C@@H]1CSC2c3ccccc3C(=O)N21)C(=O)N1CCCCC1 (stereo partly drawn)	-0.7	7.9	-2.4	0.1	4.9	0.5	-0.1	12.9	3.4
CCC1=C(OC(=O)N(CC)CC)N2C(=O)OC(=NCCOC)[C@]2(Cc2ccccc2)[C@H]2C1=CC[C@H]1C(=O)N(CC(=O)OC)C(=O)[C@H]12	-1.0	7.1	-3.7	-10.8	-7.8	-5.7	-0.1	27.6	0.9
CCN(CC)S(=O)(=O)c1ccc(N2CCOCC2)c(NC(=O)CN2C(=O)NC(C)(c3ccccc3)C2=O)c1 (stereo not drawn)	0.0	-0.7	0.0	/	-4.2	/	/	10.6	-0.8
Cc1cc(C)nc(Nc2n[nH]c(-c3ccc(N)cc3)n2)n1	0.5	1.5	-2.4	-3.2	-3.1	-9.0	-0.9	2.1	/
CCNC(=O)NC(=O)CSc1ccc(NC(C)=O)cc1	0.3	4.8	-1.8	1.4	1.6	-1.6	-0.3	-2.0	/
CC(C)c1ccc(NC(=O)c2cc(-c3cc(F)ccc3OCC3CCCO3)n[nH]2)cc1 (stereo not drawn)	/	23.4	-3.2	-7.0	1.6	-1.1	-0.1	10.5	1.6
Cc1nnc(SCc2c(Cl)cccc2Cl)s1	-0.5	1.3	-2.7	-31.7	-2.5	3.3	-0.3	7.2	/
COc1ccccc1OCc1nnc(SCC(N)=O)n1-c1ccccc1	-0.8	-2.5	-4.5	?	8.7	-0.8	-0.2	-16.2	1.8
Cc1ccc2oc(-c3ccccc3C(=O)O)cc(=O)c2c1	-0.1	6.8	0.6	-17.1	-2.4	-3.0	0.1	-6.8	/
COc1cccc(NC(=O)CN(C)C(=O)COc2ccccc2Cc2ccccc2)c1	4.0	9.4	-9.3	11.5	2.3	-3.0	-0.7	12.8	1.5
Cc1nn(Cc2noc(C(=O)NC3CCC(C)CC3)n2)c(C)c1Br (stereo not drawn)	0.9	8.2	-1.1	4.7	11.1	2.5	1.6	6.7	0.1
COc1ccc(Cl)cc1-c1nc(-c2ccncc2)no1	5.8	13.7	-3.2	?	-4.3	6.3	0.2	-3.0	/
COc1ccc(OC)c(C2C(C(=O)c3sc(C)nc3C)=C(O)C(=O)N2CCN2CCOCC2)c1 (stereo not drawn)	-0.3	2.4	-5.4	-8.1	-1.3	-1.4	-0.3	6.2	/

2 of the compounds above, comma-delimited:
Compound,PfHsp40 yeast,CCHFV vOTU inh,FadD28 binding,BoNT F protease,PrPC surface inh,Anthrax LF prot,BoNT-A LC inh2,Yp Topo-I inh,TcdB inh
CCNC(=O)NC(=O)CSc1ccc(NC(C)=O)cc1,0.3,4.8,-1.8,1.4,1.6,-1.6,-0.3,-2.0,/
CC(C)c1ccc(NC(=O)c2cc(-c3cc(F)ccc3OCC3CCCO3)n[nH]2)cc1 (stereo not drawn),/,23.4,-3.2,-7.0,1.6,-1.1,-0.1,10.5,1.6

(list continues)
SMILES	PfHsp40 yeast	CCHFV vOTU inh	FadD28 binding	BoNT F protease	PrPC surface inh	Anthrax LF prot	BoNT-A LC inh2	Yp Topo-I inh	TcdB inh
Cc1cc(C)c2nc(N3CCC(C(=O)N4CCN(c5ncccn5)CC4)CC3)sc2c1	0.3	-5.0	-0.7	-5.4	-6.5	2.4	-0.3	-6.2	/
CC1CCCCC1NC(=O)c1c(O)nc2ccccn2c1=O (stereo not drawn)	2.0	-8.0	-0.1	-6.5	-0.3	-5.5	-0.5	9.8	1.6
COc1ccc(NC(=O)Nc2cccc3cccnc23)cc1	1.9	4.5	1.9	-4.2	3.9	-6.4	-1.0	-2.8	/
COC(=O)[C@]12CCCCC=C1N(Cc1ccco1)C(=O)[C@H](CC(=O)NCCc1ccccc1OC)C2	/	21.4	/	-1.1	-6.1	-5.0	0.8	/	0.7
CN(C)C(CNC(=O)CNC(=O)Cc1cccc2ccccc12)c1ccccc1 (stereo not drawn)	0.3	9.6	0.9	-0.1	-7.1	-1.6	-1.3	2.3	-0.4
O=C(COC(=O)c1nc(Cl)ccc1Cl)Nc1ncc(Cl)cc1Cl	0.4	4.2	-0.2	-4.4	-2.8	-2.8	-2.0	-2.1	0.6
Cc1ccc(-c2nc(S(=O)(=O)c3ccc(C)cc3)c(N(C)C)o2)cc1	0.4	5.2	-3.3	-11.5	4.1	-3.8	-4.1	38.1	0.4
COc1ccc(-n2c(SCc3ccccn3)nc3c(c2=O)SCC3)cc1OC	-0.2	0.8	1.2	-2.8	-4.6	-7.2	-1.0	4.9	-0.1
NC(=O)c1ccsc1NC(=O)COC(=O)COc1ccccc1[N+](=O)[O-]	1.4	-3.1	0.6	3.4	-6.3	-3.9	-0.2	7.5	0.2
O=C(COC(=O)c1cnccn1)NCc1ccc(Cl)cc1	1.5	0.9	-5.1	-1.1	3.1	-2.8	-0.1	-6.1	2.0
CCOc1cc2[nH]c(=O)n(CCC(=O)NCCc3ccc(OC)c(OC)c3)c(=O)c2cc1OCC	0.0	-4.0	-2.8	-7.7	-2.8	-1.6	0.1	0.9	/
O=C(CCCn1c(=S)[nH]c2cc3c(cc2c1=O)OCO3)NCCc1ccc(Cl)cc1	/	14.6	-1.4	-2.0	-10.2	1.0	0.1	8.7	1.8
COc1cc(C(=O)NC2CCCc3ccccc32)ccc1OCC(=O)Nc1ccc(F)cc1 (stereo not drawn)	-1.3	-2.1	0.3	-0.4	3.7	1.4	-0.5	27.4	0.2
O=C(NCCN1CCNC1=O)c1ccc2sc([C@@H]3O[C@H](CO)[C@H](O)[C@H](O)[C@H]3O)nc2c1	/	-4.6	-1.3	-3.0	-2.0	-5.7	-0.7	0.7	1.1
CC(C)NC(=O)C(=O)Nc1cc2c3c(c1)CCC(=O)N3CCC2	-0.1	7.9	-1.8	1.0	-2.3	-3.3	-0.9	-2.3	0.5
N#Cc1ccc(COC(=O)C2CCC(=O)N2)cc1 (stereo not drawn)	0.1	8.8	0.7	-30.7	1.8	-1.8	-0.3	4.4	/
COCCNC(=O)c1ccc(N2CCC3(CC2)OCCO3)c([N+](=O)[O-])c1	0.4	-8.6	-4.3	-4.1	-41.0	0.5	1.1	2.9	/
O=C(Nc1ccccc1)C1=C[C@@H](C2CC2)C[C@@H](OCCCCO)O1	0.7	-1.0	-0.4	8.1	-0.5	-14.7	0.1	0.3	2.3
CSc1cccc(NC(=O)N2CCCC(CNS(=O)(=O)Cc3ccccc3)C2)c1 (stereo not drawn)	1.2	-9.3	-2.1	3.2	-2.8	-2.5	0.1	-4.5	-0.1
CCC(C)[C@H](NC(=O)N1CC(=O)Nc2ccccc21)C(=O)N1CCC(C(=O)O)CC1 (stereo partly drawn)	1.1	13.4	-1.3	4.9	2.5	0.2	-3.1	3.3	1.6
Cc1cccc(NC(=O)CCCC(=O)OC(C)C(=O)c2ccccc2)c1 (stereo not drawn)	-0.4	-0.2	-1.9	3.8	13.2	-0.8	1.1	10.1	-0.3
O=C(CCN1C(=O)[C@@H]2Cc3ccccc3CN2C1=O)NCc1ccccc1Cl	1.6	-9.1	-0.3	10.5	3.1	-1.3	0.6	1.7	-0.6
Cn1c(=O)n(Cc2ccccc2Br)c2ccccc21	-1.9	8.5	-2.2	-4.1	2.4	5.6	-1.4	29.6	1.2
Cc1cc(C)c(C)c(OCCn2ccnc2)c1	-1.5	6.0	-1.0	-38.6	-6.0	17.8	3.7	4.0	0.2
Cc1cc(NC(=O)c2c(F)c(F)c(F)c(F)c2F)no1	0.3	1.5	-2.5	-2.5	-1.4	-4.0	-0.1	-8.1	/
CC(C)N(Cc1ccccc1)C(=O)COC(=O)c1c(F)cccc1F	-1.2	12.8	-6.7	-0.7	-4.5	-6.8	-0.7	1.6	0.1
Cc1cc(C(=O)Nc2ccc3c(c2)OCO3)no1	-2.0	9.7	-0.8	-15.0	10.5	-5.2	-4.3	-0.2	2.8
COCCCN1CC23C=CC(O2)C(C(=O)OC)C3C1=O (stereo not drawn)	3.8	4.0	-0.4	-28.4	1.0	-1.7	-1.0	2.2	/
c1ccc(CSc2nnc(NC3CCCCC3)s2)cc1	/	10.9	-0.1	-11.3	4.7	-5.0	-0.7	38.7	1.0
CC(=O)c1ccc(NC(=O)CN2CCN(S(=O)(=O)c3ccc4c(c3)OCCO4)CC2)cc1	/	-3.3	-4.4	-10.8	4.3	-7.8	-1.4	0.0	0.9
Cc1nnc(SCc2cccc([N+](=O)[O-])c2)s1	-1.2	5.5	-1.3	2.3	-8.8	-2.0	0.2	-13.7	1.6
COC(=O)c1cccc(NC(=O)c2ccc(S(=O)(=O)N(C)c3ccccc3OC)cc2)c1	/	-10.1	-4.8	-1.9	7.3	-9.7	0.0	-6.6	1.3
CC(=O)NC(C)(c1ccccc1)c1nc(-c2ccc(S(C)(=O)=O)cc2)cs1 (stereo not drawn)	/	-8.9	-0.2	-6.3	1.7	-1.8	-0.1	-0.3	0.5
Cc1ccc(NCc2nnc(SCC(=O)Nc3nnc(C)s3)n2C)cc1	-2.0	-1.3	-1.8	0.1	2.1	-1.0	-0.2	2.0	1.0
O=c1c(-c2ccccc2)cocc1-c1ccccc1	/	-10.4	1.1	3.9	4.6	2.1	0.3	9.2	0.7
CC1=NN(c2ccc(C)cc2C)C(=O)C1C(c1ccccc1O)C1C(=O)N(c2ccc(C)cc2C)N=C1C (stereo not drawn)	-0.3	43.7*	0.5	-2.6	5.4	-1.1	1.0	-1.0	/
CC1CN(S(=O)(=O)c2cccc(C(=O)OC(C)C(=O)NC3CCCCC3C)c2)CC(C)O1 (stereo not drawn)	0.3	9.0	-0.3	15.8	-2.2	2.9	2.1	-3.8	0.9
Cc1cccc(OCCCSc2nc3ccc(C)cc3[nH]2)c1	0.5	15.9	-1.1	7.4	3.1	-5.4	0.8	11.6	/
O=C(CNS(=O)(=O)c1cccs1)NCc1ccccc1	2.7	18.7	-0.9	-5.5	1.0	1.2	0.4	-10.6	0.3
COc1ccc(N2CCN(c3ccc(N4C(=O)CC(C)C4=O)cc3[N+](=O)[O-])CC2)cc1 (stereo not drawn)	-0.1	-6.3	-2.6	-3.0	-25.8	-10.6	-0.7	-3.8	0.2
COC(=O)C12CCC3(SCCS3)C(C(=O)OC)(CCC13SCCS3)C2	2.1	1.0	-2.9	-2.3	4.1	-0.6	-0.7	5.1	-0.3
CC1CN(S(=O)(=O)c2cccc(C(=O)OC/C(O)=C(\C#N)c3nc4ccccc4[nH]3)c2)CC(C)O1 (stereo not drawn)	0.7	1.4	-3.2	-4.6	-0.5	-0.8	1.6	27.3	1.0
